PLAP inhibitors HTS: PLAP enzyme inhibitors, biochemical, luminescence, HTS (AID 690) | inhibition, % at 20 µM, or IC50 in µM where a hit was titrated | actives 0.08% (n = 96,000) | purified PLAP, luminescent substrate; higher % means a stronger effect; in the data active means a potency from the dose series; inactive means the rest, 99 in 100 with inhibition below about 30%; further: strong numbers were not always called active
NFkB transloc inh: blocks IL-1B driven NFkB nuclear translocation in HUVEC cells; HUVEC IL-1B NFkB p65 nuclear translocation imaging; inhibition, % at 2 µM; actives 0.43% (n = 94,000); AID 796;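 active means inhibition above about 30% together with a positive call from visual inspection of the well image, limit read from the data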;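 further: nuclear over cytoplasmic p65 intensity ratio measured by imaging; 0% = IL-1B stimulated DMSO wells and 100% = unstimulated DMSO wells; values of inactives mirror those of a sister screen read the other way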
NFkB transloc pot: enhances IL-1B driven NFkB nuclear translocation; actives 0.3% (n = 94,000); activation, % at 2 µM; HUVEC IL-1B NFkB p65 nuclear translocation imaging; AID 819;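 active means activation above 40%, about the mean plus 3 SD, also judged a hit on visual image review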;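 further: percent activation is computed from the nuclear over cytoplasmic p65 intensity ratio; values of inactives mirror those of a sister screen read the other way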
Bcl-B displacement: displacers of TR3 peptide from Bcl-B, primary screen, selectivity assay for Bfl-1 inhibitor project, biochemical, fluorescence polarization; FP displacement of FITC-TR3 peptide from Bcl-B; higher % means a stronger effect; displacement, % at 20 µM, or IC50 in µM where a hit was titrated; actives 0.11% (n = 96,000); AID 748;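 active means displacement above 50% at 20 µM plus a fluorescence interference ratio under 1.5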;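 further: plate controls were wells without compound for no effect and wells lacking Bcl-B protein for full effect; a part of the inactive calls stands beside numbers as strong as those of hits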
MRP reversal: compounds reversing MRP-mediated drug resistance | H69AR cells + 2 uM doxorubicin, CellTiter-Glo, 72 h | differential viability (reversal), % at 10 µM | actives 0.04% (n = 85,000);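 active means viability drop by adding the cancer drug above about 55%, with treated viability meeting a 40% cutoff, limit read from the data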;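 further: viability without doxorubicin minus viability with 2 µM doxorubicin for each compound; larger differential means the compound sensitizes cells more to doxorubicin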
MRP reversal cytotoxicity: recorded beside MRP reversal, whose call it bears; viability, %; H69AR cells, CellTiter-Glo, 72 h; measured here: cytotoxicity without doxorubicin
MRP reversal with doxorubicin: further read-out of MRP reversal, marked with its call; viability, %; measured here: viability with 2 uM doxorubicin; active compounds read low
NFkB transloc inh cell count 2 µM: second read-out of NFkB transloc inh, no call of its own (marks repeat the call); cell count; measured here: cells passing quality filter;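 raw number of nuclei counted in each imaged well without normalization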
NFkB transloc pot cell count 2 µM: recorded beside NFkB transloc pot, whose call it bears; cell count; measured here: cells passing quality filter
The depositor's hits bear a star; x = no result given; & = joins results of further samples. A portion of the library (hit frequency here may not be typical).

1. O=C(Nc1nc(-c2cccnc2)cs1)c1ccc(S(=O)(=O)N2CCOCC2)cc1
2. CNC(=O)CN1C(=O)c2ccccc2S1(=O)=O
3. COc1ccccc1-c1nnc(SCCN2CCOCC2)n1-c1ccc(C)cc1
4. CSc1nc2sc3c(c2c2nnnn12)CCCC3
5. COc1ccc(NC(=O)c2oc3cc(C)c(C)cc3c2C)c(OC)c1
6. CC(C)CCn1nnnc1C(c1ccc(F)cc1)N1CCN(C(=O)c2ccco2)CC1 (stereo not given)
7. Cc1cc(C)cc(N(C(=O)c2csnn2)C(C(=O)NC(C)(C)C)c2cccs2)c1 (stereo not given)
8. CCc1c(C)nc2ncnn2c1N1CCCC(C(=O)NCCc2ccccc2)C1 (stereo not given)
entry no.,1,2,3,4,5,6,7,8
PLAP inhibitors HTS,1%,11%,-74%,1%,x,-28%,-33%,-1%
NFkB transloc inh,-5,x,x,3,-5,-9,2,1
NFkB transloc inh cell count 2 µM,129,x,x,111,144,107,115,171
NFkB transloc pot,5,x,x,-3,5,9,4,-1
NFkB transloc pot cell count 2 µM,129,x,x,111,144,107,117,171
Bcl-B displacement,-13%,-16%,-6%,7%,x,2%,1%,-15%
MRP reversal,-3,10,8,10,0,12,x,10
MRP reversal cytotoxicity,60,98,92,90,70,82,x,75
MRP reversal with doxorubicin,63,88,84,80,71,70,x,64

9. Cc1ccccc1NC(=O)c1ccccc1
10. C/C(=N\OC(=O)c1ccc(F)cc1)c1nccs1
11. Nc1cc(C(=O)c2ccccc2)ccc1N1CCOCC1
12. COc1cccc(C2=CC(c3cc(OC)ccc3OC)n3nnnc3N2)c1 (stereo not given)
13. CCN(CC)CCOc1nc(C)nc2c1oc1ccccc12
14. COc1cccc(-n2c(SC)nnc2-c2cnccn2)c1
15. Cc1cc(C(=O)NCc2cccnc2)no1
16. CN(C)C(=O)COC(=O)/C=C/c1ccccc1[N+](=O)[O-]
entry no.,9,10,11,12,13,14,15,16
PLAP inhibitors HTS,17%,6%,x,14%,-56%,x,-3%,5%
NFkB transloc inh,-25,0,-10,x,1,4,x,1
NFkB transloc inh cell count 2 µM,155,122,124,x,160,89,x,102
NFkB transloc pot,25,-1,10,x,-1,-4,x,-1
NFkB transloc pot cell count 2 µM,155,122,124,x,160,89,x,102
Bcl-B displacement,-3%,6%,x,2%,0%,4%,1%,1%
MRP reversal,2,x,16,4,-6,6,6,6
MRP reversal cytotoxicity,96,x,100,5,85,89,108,83
MRP reversal with doxorubicin,94,x,84,2,91,83,102,77

17. CCOC(=O)C(NC(C)=O)(Nc1ccc(S(=O)(=O)Nc2ccncn2)cc1)C(F)(F)F (stereo not given)
18. CCOC(=O)C1CCCN(C(=O)c2cc3c(=O)n4cccc(C)c4nc3n2C)C1 (stereo not given)
19. COc1ccc(C(=O)NC2CCN(C(=S)NCc3ccco3)CC2)cc1
20. Cc1cccc(-n2c(C)n[nH]c2=S)c1C
21. COc1ccc(-n2c(=O)c3ccccc3n(CC(=O)NC3CCCC3)c2=O)cc1
22. Nc1ccccc1Nc1ccccc1
23. Cc1ccccc1NC(=O)c1c(F)c(F)c(F)c(F)c1F
24. Cc1cc(N2CCCC2=O)cc(C)c1S(=O)(=O)NCCOc1ccc(C(C)(C)C)cc1
entry no.,17,18,19,20,21,22,23,24
PLAP inhibitors HTS,x,x,7%,-2%,0%,14%,15%,x
NFkB transloc inh,11,0,2,-18,-27,-6,-20,-20
NFkB transloc inh cell count 2 µM,188,125,113,215,164,104,110,139
NFkB transloc pot,-11,0,-2,19,27,6,21,20
NFkB transloc pot cell count 2 µM,188,125,113,215,164,104,110,139
Bcl-B displacement,x,x,7%,-6%,-4%,-21%,-16%,x
MRP reversal,-12,16,x,x,13,-1,10,-28
MRP reversal cytotoxicity,102,91,x,x,101,11,93,33
MRP reversal with doxorubicin,114,75,x,x,88,12,83,61

Structural class, the compounds so far containing two or more sulfur atoms
1. O=C(Nc1nc(-c2cccnc2)cs1)c1ccc(S(=O)(=O)N2CCOCC2)cc1
4. CSc1nc2sc3c(c2c2nnnn12)CCCC3
7. Cc1cc(C)cc(N(C(=O)c2csnn2)C(C(=O)NC(C)(C)C)c2cccs2)c1 (stereo not given)
entry no.,1,4,7
PLAP inhibitors HTS,1%,1%,-33%
NFkB transloc inh,-5,3,2
NFkB transloc inh cell count 2 µM,129,111,115
NFkB transloc pot,5,-3,4
NFkB transloc pot cell count 2 µM,129,111,117
Bcl-B displacement,-13%,7%,1%
MRP reversal,-3,10,x
MRP reversal cytotoxicity,60,90,x
MRP reversal with doxorubicin,63,80,x

Remaining list, next part:
25. O=c1c(-c2ccc3c(c2)OCCO3)c(C(F)(F)F)oc2cc(O)cc(O)c12
26. CCOC(=O)c1c(CN2CCCCC2)oc2ccc(OC)cc12
27. CC1CC(C)CN(C(=O)Cn2c(-c3nonc3N)nc3ccccc32)C1 (stereo not given)
28. COC(=O)C1=C(C)N(c2ccc(C)c(C)c2)/C(=C/c2cccs2)C1=O
29. Cn1c(SCC#N)nnc1-c1cnccn1
30. COc1ccc2c(c1)c1nc3ccccc3nc1n2CC(=O)OC(C)C
31. COc1cc2c(cc1OC)CN(C(C)C(=O)N1CCc3ccccc31)CC2 (stereo not given)
32. O=S(=O)(/N=C(/Nc1cc(N2CCOCC2)ncn1)c1ccc(F)cc1)c1ccccc1
entry no.,25,26,27,28,29,30,31,32
PLAP inhibitors HTS,-19%,-50%&-33%,x,8%,x,0%,-43%,-115%
NFkB transloc inh,-10,-20,-17,-2,-5,0,-1,-6
NFkB transloc inh cell count 2 µM,129,68,126,121,101,167,126,152
NFkB transloc pot,10,20,17,2,5,0,1,6
NFkB transloc pot cell count 2 µM,129,68,126,121,101,167,126,152
Bcl-B displacement,-5%,-16%&-1%,x,-6%,x,62%,9%,-10%
MRP reversal,-8,-13&-12,-25,x,-6,-9,-46,-8
MRP reversal cytotoxicity,39,90&70,60,x,96,18,18,85
MRP reversal with doxorubicin,47,103&81,85,x,103,27,64,93

33. O=C(CC1SC(=Nc2ccccc2)N(CCCO)C1=O)Nc1ccc(Cl)cc1 (stereo not given)
34. COc1cc(C2C(C(=O)c3ccco3)=C(O)C(=O)N2c2cc(C)on2)cc(Br)c1O (stereo not given)
35. COc1ccc(C)cc1NC(=O)CN(c1ccccc1F)S(C)(=O)=O
36. COC(=O)c1ccc(N2C(=O)CC(N(C)Cc3ccccc3)C2=O)cc1 (stereo not given)
37. COC(=O)c1cc(C(=O)OC)n(Cc2ccc(Br)cc2)n1
38. O=C(CCCNS(=O)(=O)c1cccc2nsnc12)NCc1ccccc1
39. COc1cc(NC(=O)Cn2nnc(-c3ccccc3N)n2)cc(OC)c1
40. COC(=O)c1ccc(NC(=O)C2CC(=O)N(c3cc(C)ccc3C)C2)cc1 (stereo not given)
entry no.,33,34,35,36,37,38,39,40
PLAP inhibitors HTS,-46%,14%,2%,-56%,-37%,1%,23%,-57%
NFkB transloc inh,x,-13,-24,10,-10,-16,-1,29
NFkB transloc inh cell count 2 µM,x,209,113,163,175,96,153,114
NFkB transloc pot,x,13,24,-10,11,15,1,-29
NFkB transloc pot cell count 2 µM,x,209,113,163,175,96,153,114
Bcl-B displacement,6%,2%,-23%,0%,-5%,-10%,10%,-1%
MRP reversal,-3,2,-4,0,7,0,-23,5
MRP reversal cytotoxicity,65,100,82,99,100,97,30,91
MRP reversal with doxorubicin,67,98,86,99,93,96,53,86

41. COc1cc(N/C(=N/S(=O)(=O)c2ccccc2)c2ccccc2)ncn1
42. Oc1ccccc1-c1nc(NCC2CCCO2)c2ccccc2n1 (stereo not given)
43. CCOCCn1c(CCCO)nc2ccccc21
44. CCOC(=O)c1c(NC(=O)c2nn(CC)cc2Br)c(C#N)nn1-c1ccccc1
45. CC(C)(C)OC(=O)N1CCN(c2ccc(CNC(=O)c3ccc(Cl)cc3)cc2)CC1
46. Cc1cc(NC(=O)CN2C(=O)NC(C)(c3ccccc3)C2=O)no1 (stereo not given)
47. O=C(NCc1ccccn1)C1CCCN(S(=O)(=O)c2ccc(Br)cc2)C1 (stereo not given)
48. Cc1ccc(N(CC(=O)NC2CCC(C)CC2)S(=O)(=O)c2cccnc2)cc1 (stereo not given)
entry no.,41,42,43,44,45,46,47,48
PLAP inhibitors HTS,-35%,33%,15%,-16%,-22%,7%,-24%,-46%
NFkB transloc inh,-14,5,7,2,-13,0,-4,3
NFkB transloc inh cell count 2 µM,127,149,114,123,127,79,154,68
NFkB transloc pot,14,-5,-7,-2,13,0,4,-3
NFkB transloc pot cell count 2 µM,127,149,114,123,127,79,154,68
Bcl-B displacement,5%,-5%,-8%,6%,-4%,0%,-7%,10%
MRP reversal,5,-21,-1,-25,x,1,7,12
MRP reversal cytotoxicity,85,36,81,40,x,86,95,92
MRP reversal with doxorubicin,80,57,83,65,x,85,88,79

49. COc1ccc(/C=C2/N=C(c3cccs3)OC2=O)cc1OC(C)C
50. CCn1c(CNc2cccc(Cl)c2)nnc1SCc1ccccc1
51. Cc1sc(NC(=O)c2ccco2)c(CN2CCCCC2)c1C
52. O=C(NNC(=O)c1cc(O)c(O)c(O)c1)NC1CCCCC1
53. O=C(Cc1ccccc1)Nc1c(C(=O)N2CCOCC2)cnn1-c1ccccc1
54. Clc1ccc(-c2nnc(-c3ccc(Br)o3)o2)c(Cl)c1
55. Cc1n[nH]c(C)c1S(=O)(=O)N1CCCC(C(=O)NCC2COc3ccccc3O2)C1 (stereo not given)
56. O=C(c1ccco1)N1CCN(Cc2ccc(Cl)cc2)CC1
entry no.,49,50,51,52,53,54,55,56
PLAP inhibitors HTS,-56%,24%,13%,-51%,21%,22%,-42%,3%
NFkB transloc inh,-5,8,x,-4,-16,6,12,-10
NFkB transloc inh cell count 2 µM,197,172,x,92,147,125,182,193
NFkB transloc pot,5,-7,x,4,15,-6,-11,10
NFkB transloc pot cell count 2 µM,197,172,x,92,147,125,182,193
Bcl-B displacement,-90%,-6%,-6%,-4%,-6%,-7%,1%,-14%
MRP reversal,x,4,22,x,3,-5,11,15
MRP reversal cytotoxicity,x,91,100,x,88,89,92,105
MRP reversal with doxorubicin,x,86,78,x,85,94,81,90

57. COc1cccc(OCCCN2CCN(S(=O)(=O)c3ccc(NC(C)=O)cc3)CC2)c1
58. O=C(N1CCCCC1)N1CCN(C(=O)N(c2ccccc2)c2ccccc2)CC1
59. COC(=O)c1cc(NC(=O)CC2SC(=Nc3ccccc3)N(CCc3c[nH]c4ccccc34)C2=O)cc(C(=O)OC)c1 (stereo not given)
60. Cc1nc2sc(C(c3ccco3)N3CCN(c4cccc(Cl)c4)CC3)c(O)n2n1 (stereo not given)
61. Cc1noc(C)c1COC(=O)CCc1nc2ccccc2s1
entry no.,57,58,59,60,61
PLAP inhibitors HTS,-48%,-40%,-35%,x,-5%
NFkB transloc inh,-3,-34,x,-5,-6
NFkB transloc inh cell count 2 µM,154,144,x,126,184
NFkB transloc pot,3,34,x,5,6
NFkB transloc pot cell count 2 µM,154,144,x,126,184
Bcl-B displacement,12%,-4%,-19%,x,0%
MRP reversal,-17,15,x,-13,-8
MRP reversal cytotoxicity,75,83,x,68,91
MRP reversal with doxorubicin,92,68,x,80,99

In the list so far, these have fluorine:
6. CC(C)CCn1nnnc1C(c1ccc(F)cc1)N1CCN(C(=O)c2ccco2)CC1 (stereo not given)
10. C/C(=N\OC(=O)c1ccc(F)cc1)c1nccs1
17. CCOC(=O)C(NC(C)=O)(Nc1ccc(S(=O)(=O)Nc2ccncn2)cc1)C(F)(F)F (stereo not given)
23. Cc1ccccc1NC(=O)c1c(F)c(F)c(F)c(F)c1F
25. O=c1c(-c2ccc3c(c2)OCCO3)c(C(F)(F)F)oc2cc(O)cc(O)c12
32. O=S(=O)(/N=C(/Nc1cc(N2CCOCC2)ncn1)c1ccc(F)cc1)c1ccccc1
35. COc1ccc(C)cc1NC(=O)CN(c1ccccc1F)S(C)(=O)=O
entry no.,6,10,17,23,25,32,35
PLAP inhibitors HTS,-28%,6%,x,15%,-19%,-115%,2%
NFkB transloc inh,-9,0,11,-20,-10,-6,-24
NFkB transloc inh cell count 2 µM,107,122,188,110,129,152,113
NFkB transloc pot,9,-1,-11,21,10,6,24
NFkB transloc pot cell count 2 µM,107,122,188,110,129,152,113
Bcl-B displacement,2%,6%,x,-16%,-5%,-10%,-23%
MRP reversal,12,x,-12,10,-8,-8,-4
MRP reversal cytotoxicity,82,x,102,93,39,85,82
MRP reversal with doxorubicin,70,x,114,83,47,93,86

Assay outcomes from PubChem BioAssay.
